High-throughput results from PubChem.
UBC9 SUMO inh: blocks human SUMOylation mediated by UBC9; inhibition, % at 35 µM; 290,000 compounds, 0.36% hits; P63279; HTRF SUMOylation assay, SAE1/SAE2 + UBC9, in vitro; AID 2006; in the data active means inhibition above about 50%, passing the limit was not always enough; further: strong numbers were not always called active
Target sequence (P63279 whole entry, looked up): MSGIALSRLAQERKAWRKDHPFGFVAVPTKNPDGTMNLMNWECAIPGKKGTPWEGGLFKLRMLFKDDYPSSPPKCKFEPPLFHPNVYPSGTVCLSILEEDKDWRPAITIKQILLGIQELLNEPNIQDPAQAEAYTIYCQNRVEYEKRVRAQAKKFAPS
IMP-1 inh: inhibitors of Pseudomonas aeruginosa IMP-1 metallo-beta-lactamase. purified IMP-1, nitrocefin hydrolysis, epi-absorbance fluorescence. inhibition, % at 5.6 µM. 290,000 compounds, 0.45% hits. AID 1556;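 active means inhibition above the mean plus 3 SD of all compounds in the same screening run, cut at about 4.5% in these data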;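 further: 0% = IMP-1 with DMSO and 100% = DMSO wells lacking enzyme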
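Assay system: purified recombinant IMP-1 beta-lactamase. Input: IMP-1 0.2 nM before substrate addition. Buffer or medium: Zinc- and detergent-supplemented HEPES buffer, pH 7.1. Schedule: 25 °C, 15 min preincubation, 25 min reaction. Signal: Epi-absorbance fluorescence, 480 nm excitation, 530 nm emission. Evaluation: percent inhibition from optical density relative to buffer-blank wells.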
VIM-2 inhibitor: blocks Pseudomonas aeruginosa VIM-2 metallo-beta-lactamase; purified VIM-2, nitrocefin hydrolysis, epi-absorbance fluorescence; inhibition, % at 5.6 µM; 290,000 compounds, 0.89% hits; AID 1527;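 active means inhibition above the mean of all tested compounds plus 3 SD, cutoff set per screening run, cut at about 7.5% in these data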;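 further: red hydrolysis product quenches plate fluorescence so inhibitors raise well fluorescence; 0% = enzyme with DMSO and 100% = DMSO without enzyme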
p-CIP stab down: p/CIP protein destabilization; F442A p/CIP-EGFP cells, EGFP fluorescence, 16 h; Q05BA5; 290,000 compounds, 0.01% hits; decrease of EGFP signal, % at 10 µM;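 active means EGFP signal decrease of at least 30% at 10 µM or well 3 SD below plate mean, unless failing retest; inactive means the rest, including hits failing retest or dose response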; further: some compounds called inactive have numbers as strong as hits; many of its hits are not listed in these tables
IDE inh: inhibitors of human insulin-degrading enzyme in cells; 320,000 compounds, 0.41% hits; inhibition, % at 5.59 µM; HEK cells, FAbetaB cleavage, fluorescence polarization; P14735;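 active means percent inhibition above the average of all tested compounds plus 3 SD, set per screening campaign, cut at about 16% in these data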;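 further: IDE supplied by intact live HEK cells; FP after avidin binding of uncleaved biotin substrate so inhibition keeps polarization high; 0% = DMSO wells and 100% = 60 µM reference IDE inhibitor Ii1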
IDE act: boosts human insulin-degrading enzyme activity in HEK cells; FAbeta-B cleavage, fluorescence polarization; 0% vehicle, 100% cell-free pure enzyme wells; activation, % at 5.96 µM; 340,000 compounds, 0.073% hits; AID 493087;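 active means activation above the mean of all tested compounds plus 3 SD, set per screening campaign, cut at about 17% in these data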
PfM18AAP inh: blocks P. falciparum M18 aspartyl aminopeptidase | inhibition, % at 7.35 µM | 290,000 compounds, 1.2% hits | recombinant PfM18AAP, H-Glu-NHMec fluorogenic cleavage | AID 1822;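 active means inhibition above the campaign mean inhibition over all tested compounds plus 3 SD, cut at about 28% in these data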;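 further: 0% = plate median of test compound wells and 100% = 2 mM ZnCl2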
DNA FID counter: fluorescent intercalator displacement, NS3 helicase counter-screen | DNA fluorescent intercalator displacement, fluorescence | inhibition, % at 7.9 µM | 290,000 compounds, 0.17% hits; in the data active means inhibition above about 37%;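 further: 0% = vehicle and 100% = reference compound; higher means more ethidium bromide displaced from hairpin DNA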
HCV NS3 hel inh: inhibitors of Hepatitis C virus NS3 helicase; NS3 helicase DNA unwinding, Cy5 molecular beacon fluorescence; inhibition, % at 10.9 µM; 290,000 compounds, 0.56% hits;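 active means inhibition above the mean of all tested compounds plus 3 SD, set per campaign, cut at about 35% in these data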;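 further: 0% = DMSO wells and 100% = thioflavine S control wells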
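System: HCV NS3 helicase fragment; control set: DMSO and thioflavine S; technique: Cy5 fluorescence at 0 and 60 min, beacon hairpin quenching; reagent: beacon DNA duplex substrate plus ATP; replicates: singlicate; schedule: 1 h reaction at 25 °C, ATP-initiated; medium: MOPS buffer pH 6.5 with MgCl2, DTT, Tween20, BSA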
An asterisk follows results filed as active; . = no result given.

SMILES | UBC9 SUMO inh | IMP-1 inh | VIM-2 inhibitor | p-CIP stab down | IDE inh | IDE act | PfM18AAP inh | DNA FID counter | HCV NS3 hel inh
COc1cccc(/C=C/C(=C2/C(=O)N(c3ccccc3)N=C2C)c2ccccc2)c1OC | -5 | -1.6 | -0.2 | -3 | -1 | 3 | -1 | -1 | -5
O=C(N1CCOCC1)N1CCN(S(=O)(=O)N2CCOCC2)CC1 | -10 | -0.4 | 0.1 | -8 | 3 | 4 | 9 | -4 | 6
Cn1cc(C(=O)N2CCN(c3ccccc3)CC2)c(=O)c2cc(S(=O)(=O)N3CCOCC3)ccc21 | 13 | -1.1 | -0.9 | -21 | 0 | 5 | -6 | -29 | -5
COc1ccc(-c2csc3nc(C)n(-n4cccc4)c(=O)c23)cc1OC | 18 | -0.5 | -3.4 | 2 | -6 | 3 | 6 | -20 | -6
CCN(CC1CCCN(CCc2cccc(F)c2)C1)C(=O)c1ccc(CSC)o1 (configuration not stated) | 13 | -2.6 | 0.4 | 2 | -5 | -4 | -11 | 3 | -7
O=C(/C=C/c1ccco1)Nc1cccc2cccnc12 | 65 | -4.6 | -1.0 | -29 | -2 | -4 | 16 | -7 | 10
CCCCC(c1nnnn1CC1CCCO1)N1CCN(Cc2ccccc2)CC1 (configuration not stated) | -8 | -2.1 | 0.9 | 8 | 0 | 7 | -12 | -5 | 5
COC(=O)Cc1ccc(NC(=S)NCC(C)C)cc1 | 2 | -3.0 | -1.4 | -4 | 0 | -1 | -4 | -4 | 6
CC(C)CC(NC(=O)C(NC(=O)OC(C)(C)C)C(C)C)C(=O)N1CCCC1C(N)=O (configuration not stated) | 4 | -2.5 | -2.5 | -6 | 1 | 6 | 2 | -9 | 2
CC1(C)CC(=O)C2=C(C1)NC(SCC(N)=O)=C(C#N)C21CCCCC1 | -26 | 1.4 | 1.4 | 3 | 5 | -7 | 21 | -5 | 12
CCOc1ccc2nc(NCCCNS(=O)(=O)c3ccc(C)cc3)c(C#N)cc2c1 | 13 | 0.4 | -1.2 | -16 | 3 | 0 | -1 | -2 | -6
COc1cc2c(cc1OC)C(c1ccccc1)N(C(=O)c1ccccc1)CC2 (configuration not stated) | 13 | -1.3 | -1.9 | -2 | -1 | 6 | -6 | -41 | 2
O=C(Nc1ccc2c(c1)OCO2)c1cc(-c2ccccc2Cl)on1 | -3 | -1.5 | -1.2 | 3 | 6 | 4 | 3 | -4 | -2
Cn1c(=O)c2ccccc2n(CC(=O)NC2CCCC2)c1=O | 2 | -2.6 | -0.3 | -10 | -2 | -2 | -6 | 0 | 0
O=[N+]([O-])c1ccc(N2CCN(c3ccc(O)cc3)CC2)cn1 | 6 | -2.4 | 1.4 | -5 | -2 | 1 | 41* | -4 | -11
CCOC(=O)c1cnc2ccc(Br)cc2c1NCCO | -5 | -3.1 | -2.7 | -10 | -3 | 3 | -1 | -3 | 3
Cc1ccc(-n2nc(C)c3onc(C)c3c2=O)cc1 | 5 | -1.3 | -2.5 | -4 | 6 | 0 | -3 | -2 | 12
CC1CCCN(C(=O)COc2ccc(-c3ccccc3)cc2)C1 (configuration not stated) | -13 | -0.1 | 1.0 | -4 | 8 | 2 | 11 | -29 | -14
O=C(O)c1ccc(Nc2cnc3ccccc3n2)cc1 | 9 | -1.3 | -2.4 | 10 | 0 | 6 | 0 | 12 | 9
CN(CC(=O)Nc1ccccc1Sc1ccccc1)Cc1nc2ccccc2c(=O)[nH]1 | -7 | -2.9 | -7.1 | -5 | -3 | -3 | 6 | -31 | -10
CCOC(=O)N1CCC(NC(=O)CCc2nc(-c3ccc(C)cc3)no2)CC1 | 1 | -4.4 | -6.1 | -1 | 7 | -3 | 6 | -29 | -1
CCOc1ccc(NC(=O)C2CCCN(S(=O)(=O)c3cnc[nH]3)C2)cc1 (configuration not stated) | -15 | -1.4 | -3.3 | 3 | 1 | 4 | -8 | -9 | -13
COc1ccccc1C(O)Cc1nc2ccccc2n1C (configuration not stated) | 6 | -0.2 | -3.0 | -6 | 3 | 0 | -9 | -5 | 1
CCC(C)[C@H](NC(=O)N1CCn2c1nc1ccccc12)C(=O)NCCc1ccc(OC)c(OC)c1 (some centres not stated) | 20 | -0.7 | -2.2 | 0 | -2 | -2 | -6 | -56 | -18
Cc1ccc(CN2CCSc3ccc(C(=O)NC4CCCC4)cc32)cc1 | . | 1.4 | -2.6 | -3 | 1 | 3 | -2 | -15 | -9
CCOC(=O)c1ccc(NC(=S)N(CCCN2CCCC(C)C2)Cc2cccs2)cc1 (configuration not stated) | -3 | -1.8 | 0.2 | -10 | -1 | 1 | 1 | 12 | -25
CC(NS(=O)(=O)c1ccccc1)C(=O)Nc1nccs1 (configuration not stated) | . | -1.2 | -1.6 | . | -7 | 5 | -2 | -2 | 3
CCCCNC(=O)Nc1nnc(-c2ccccc2)o1 | 8 | -1.6 | -3.5 | -10 | 2 | 0 | 3 | -5 | 3
Cc1ccc(OCC(=O)N/N=C/c2cn[nH]c2-c2ccc(Cl)c(Cl)c2)cc1 | 16 | -3.6 | -2.5 | -11 | 0 | -5 | 2 | -5 | -17
Cc1cnc(NC(=O)CSC(=S)N2CCOCC2)s1 | -15 | -2.3 | -2.0 | -1 | 2 | 4 | 1 | -3 | -5
COc1ccc(C2CC(c3ccccc3)=NN2C(=O)CN2CCN(Cc3ccccc3)CC2)cc1 (configuration not stated) | 11 | -1.0 | -2.5 | -7 | 10 | 5 | 2 | 0 | -22
NCCc1nnc(SCc2c(F)cccc2Cl)o1 | -6 | -2.8 | -3.0 | -18 | -3 | 3 | -4 | 1 | -2
Oc1ccccc1-c1nc(N2CCN(Cc3ccccc3)CC2)c2ccccc2n1 | 13 | -2.0 | -0.3 | -2 | -5 | -1 | 1 | 3 | 1
CCOCCCN1C(=O)CN(C2CCCCCC2)C(=O)C1c1ccc(OC)cc1 (configuration not stated) | 22 | -5.6 | -2.2 | -16 | -6 | -2 | 5 | -26 | -5
CCOC(=O)NC(=O)C(=CNc1ccc(C)cc1)C(=O)NC(=O)OCC | -2 | -0.1 | -0.2 | 0 | 11 | 7 | -14 | -6 | 10
O=C(Cn1nc(-c2ccco2)ccc1=O)Nc1ccc(Br)cc1 | 8 | 2.9 | 1.1 | 4 | -4 | 0 | -15 | -8 | 40*
Cc1onc(-c2ccccc2Cl)c1C(=O)Nc1ccc(-c2cn3cccnc3n2)cc1 | 20 | -2.8 | -2.6 | -14 | 0 | 6 | 4 | -19 | 3
CCOc1ccc(/C=N/NC(=O)C2CC2)c(OCC)c1 | 2 | -2.8 | -0.9 | -14 | . | 3 | -1 | -17 | 3
CN(C)C(=O)c1cc(C(=O)c2ccccc2)c[nH]1 | 22 | -1.1 | -1.1 | 0 | -3 | 1 | -4 | -6 | -3
COc1ccc2ccccc2c1C(O)c1nccn1C (configuration not stated) | -9 | 0.5 | 13* | -24 | 0 | 21* | -8 | 45* | 12

Compound profiles, from the list above.
`CCOC(=O)N1CCC(NC(=O)CCc2nc(-c3ccc(C)cc3)no2)CC1` is listed as UBC9 SUMO inh: 1; IMP-1 inh: -4.4; VIM-2 inhibitor: -6.1; p-CIP stab down: -1; IDE inh: 7; IDE act: -3; PfM18AAP inh: 6; DNA FID counter: -29; HCV NS3 hel inh: -1
`CCCCNC(=O)Nc1nnc(-c2ccccc2)o1` is listed as UBC9 SUMO inh: 8; IMP-1 inh: -1.6; VIM-2 inhibitor: -3.5; p-CIP stab down: -10; IDE inh: 2; IDE act: 0; PfM18AAP inh: 3; DNA FID counter: -5; HCV NS3 hel inh: 3

Continuation.
SMILES | UBC9 SUMO inh | IMP-1 inh | VIM-2 inhibitor | p-CIP stab down | IDE inh | IDE act | PfM18AAP inh | DNA FID counter | HCV NS3 hel inh
COc1cccc(NC(=O)c2ccc(NC(=O)C(C)C)cc2)c1 | 5 | -1.9 | -3.1 | 12 | 2 | 2 | -4 | -3 | 2
O=C(O)CCN1C(=O)/C(=C2\C(=O)N(Cc3ccccc3Cl)c3ccccc32)SC1=S | 41 | -0.6 | -4.4 | -10 | . | -2 | 1 | -19 | 44*
COc1cc(C2C3=C(CC(C)(C)CC3=O)N(C)C3=C2C(=O)CC(C)(C)C3)cc(Br)c1O | 0 | 0.6 | 0.3 | 6 | -1 | 0 | 14 | -21 | 2
Cc1cccn2c(=O)c3cc(S(=O)(=O)c4ccccc4)c(=N)n(Cc4cccnc4)c3nc12 | -7 | -2.2 | 10* | 4 | 0 | -3 | 3 | -4 | -14
COc1ccc(-n2c(=S)[nH]c3cc(C(=O)NCc4ccccc4OC)ccc3c2=O)c(OC)c1 | -2 | -4.0 | -1.7 | -2 | -6 | 3 | 13 | -30 | 5
COc1ccc(NC(=O)C(C)SCc2ccccc2)cc1OC (configuration not stated) | 0 | -2.5 | -2.0 | 2 | -4 | -2 | 10 | -11 | -3
O=C(O)c1ccc(S(=O)(=O)N(Cc2ccccc2)Cc2ccccc2)cc1 | 5 | -1.5 | 0.0 | -6 | -2 | 0 | -4 | -24 | 14
CCOC(=O)c1oc2ccccc2c1COC(=O)CNC(=O)c1ccccc1 | -1 | -1.2 | 0.1 | -9 | -1 | 0 | -18 | -26 | 0
COc1ccccc1NC(=O)CN(c1ccccc1F)S(C)(=O)=O | 10 | -6.0 | -2.9 | -7 | 0 | 6 | -6 | -4 | -2
CCN(C(=O)CCCC(=O)N(CC)c1ccccc1)c1ccccc1 | -12 | -1.3 | -2.9 | 2 | -1 | 7 | -2 | -33 | 10
Cc1ccc(CNC(=O)NC23CC4CC(CC(C4)C2)C3)cc1 | -1 | -1.9 | -1.6 | -11 | -9 | 5 | -9 | -5 | 2
Cc1c(Cl)cccc1NC(=S)NCCc1ccccn1 | -1 | -1.2 | 0.2 | 1 | 0 | 2 | 0 | -6 | 1
C/C(=C\c1cccc(Cl)c1)C(=O)c1c(C)cc(C)[nH]c1=O | -10 | -1.0 | -3.1 | -1 | 5 | -1 | 3 | -11 | 5
CC(NC(=O)[C@H](NC(=O)[C@@H]1Cc2ccccc2CN1)c1ccccc1)c1ccccc1 (some centres not stated) | 14 | -1.2 | -1.6 | 0 | 4 | 2 | 3 | 1 | -9
CCOC(=O)c1cnn(-c2ncnc3c2oc2ccccc23)c1N | -2 | . | . | 5 | 4 | -4 | . | . | .
CCN(C(=O)COC(=O)/C=C/c1ccccc1)C1CCCCC1 | 1 | -3.1 | 0.1 | -10 | 0 | 5 | -2 | -15 | -4
C=CCn1c(SCC(=O)Nc2ccc(O)cc2)nc2sc(CC)cc2c1=O | -22 | -1.9 | 0.1 | -13 | -2 | 0 | 5 | -26 | -4
O=C(O/N=C(/c1ccccc1)c1ccncc1)c1cccc(F)c1 | -13 | -2.9 | -3.8 | 9 | -4 | 6 | 5 | -20 | -2
